Screening results (PubChem BioAssay)
HePTP inhibitor = inhibitors of human HePTP phosphatase | inhibition, % at 20 µM | recombinant HePTP phosphatase activity, OD absorbance | actives 0.64% (n = 110,000) | AID 521; in the data active means inhibition above about 50%;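 further: plate controls were vehicle for no effect and reference inhibitor for full effect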
Target sequence (P35236 whole entry, looked up): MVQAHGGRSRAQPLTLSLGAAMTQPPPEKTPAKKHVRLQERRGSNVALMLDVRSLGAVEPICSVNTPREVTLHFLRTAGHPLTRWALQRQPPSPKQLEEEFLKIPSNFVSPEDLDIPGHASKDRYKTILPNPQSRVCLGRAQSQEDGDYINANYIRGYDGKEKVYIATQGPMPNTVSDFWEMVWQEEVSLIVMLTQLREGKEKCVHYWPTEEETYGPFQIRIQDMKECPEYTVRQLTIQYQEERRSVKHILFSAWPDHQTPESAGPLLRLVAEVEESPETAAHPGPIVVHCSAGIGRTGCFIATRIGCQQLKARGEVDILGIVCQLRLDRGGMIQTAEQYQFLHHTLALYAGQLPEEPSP
BAP1 inh = human BAP1 deubiquitinase inhibition | Q92560 | recombinant BAP1, Ub-AMC hydrolysis fluorescence kinetic; active compounds read low | activity remaining (% of control), % at 20 µM | actives 0.48% (n = 72,000);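 active means activity remaining at or below 50% of control, provided the compound also passes the data quality filters; inactive means the rest, including low values that fail the filters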;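 further: 100% = DMSO wells rate and 0% = substrate alone blank rate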
Target sequence (Q92560 whole entry, looked up): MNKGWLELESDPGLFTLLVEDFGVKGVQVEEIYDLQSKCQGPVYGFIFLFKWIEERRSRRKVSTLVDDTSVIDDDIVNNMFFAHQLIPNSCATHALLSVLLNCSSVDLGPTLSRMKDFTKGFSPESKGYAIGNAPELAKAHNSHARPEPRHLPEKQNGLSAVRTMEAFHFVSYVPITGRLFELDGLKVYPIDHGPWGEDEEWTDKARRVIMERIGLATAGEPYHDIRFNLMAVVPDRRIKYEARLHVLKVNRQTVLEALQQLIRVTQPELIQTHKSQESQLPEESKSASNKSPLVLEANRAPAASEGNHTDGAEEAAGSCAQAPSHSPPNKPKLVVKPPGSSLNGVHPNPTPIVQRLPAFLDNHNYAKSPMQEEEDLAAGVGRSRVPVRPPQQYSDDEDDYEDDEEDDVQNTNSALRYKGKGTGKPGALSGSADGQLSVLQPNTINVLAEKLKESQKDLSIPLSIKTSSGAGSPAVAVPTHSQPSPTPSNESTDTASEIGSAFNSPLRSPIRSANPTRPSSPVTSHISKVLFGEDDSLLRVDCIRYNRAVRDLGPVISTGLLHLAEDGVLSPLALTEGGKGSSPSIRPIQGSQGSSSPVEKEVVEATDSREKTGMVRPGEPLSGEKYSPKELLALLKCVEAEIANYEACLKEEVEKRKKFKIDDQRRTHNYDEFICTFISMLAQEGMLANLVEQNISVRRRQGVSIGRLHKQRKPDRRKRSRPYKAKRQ
* marks the source's active call; other numbers are inactive results; . = not tested or not shown; & = joins results of further samples.

SMILES	HePTP inhibitor	BAP1 inh
O=C(C1CCCN(S(=O)(=O)c2cnc[nH]2)C1)N1CCN(Cc2ccccc2)CC1 (configuration not stated)	1.1	102.1
CCOC(=O)COc1ccc(/C=C(\C#N)c2nc3ccccc3[nH]2)cc1OC	1.2	.
Nc1nc2ccc(C(=O)NC3CCCCC3)cc2s1	-2.2	99.5
O=C(Nc1nc(-c2ccc3ccccc3c2)cs1)c1ccc(Cl)s1	-2.6	.
Cc1c(Nc2ncnc3c2cnn3-c2ccccc2)c(=O)n(-c2ccccc2)n1C	7.2	85.2
CCOc1nc(-c2ccc(OC)cc2)ccc1-c1noc(C)n1	7.4	.
O=C(CN1CCN(c2ccccc2)CC1)Nc1c(C(=O)C2CC2)oc2ccccc12	.	89.0
Cc1ccc(C)c(S(=O)(=O)N2CC(=O)Nc3ccccc32)c1	-8.4	73.5
O=C(O)C1C2C=CC(O2)C1C(=O)Nc1ccc2c(c1)OCCO2 (configuration not stated)	4.3	95.3
O=C(O)CCC(=O)Nc1ccc(-c2cn3ccccc3n2)cc1	.	430.5
Cc1ccccc1OCC(=O)Nc1ccc2c3c(cccc13)CC2	3.8	.
O=C(O)CSCCCN1C(=O)c2cccc3cccc(c23)C1=O	-16.4	.
COc1cc(SC)ccc1C(=O)Nc1ccc(S(=O)(=O)N2CCCC2)cc1	5.9	96.5
O=C(Nc1ccc(Cl)cc1)Nc1nnc(C23CC4CC(CC(C4)C2)C3)s1	-3.0	.
O=C(c1cc2n(n1)C(C(F)(F)F)CC(c1cccs1)N2)N1CCN(C(c2ccccc2)c2ccccc2)CC1 (configuration not stated)	8.3	.
CC1(C)Cc2ccccc2-c2c[nH]c(=O)n21	5.2	.
CC(C)OCCCNC(=O)c1ccc(NS(C)(=O)=O)cc1	-10.2	91.8
Cc1ccc(NC(=O)C(=O)N/N=C/c2cccs2)cc1	2.7	.
C=CCOc1ccc(C=C2C(=O)NC(=S)NC2=O)cc1OC	14.6	.
O=C(COc1ccc(S(=O)(=O)NC2CCCCC2)cc1)NCC1CCCO1 (configuration not stated)	13.3	91.2
COc1ccc(C2=Nc3ccccc3NC(C)(c3ccc(OC)cc3OC)C2)c(OC)c1 (configuration not stated)	5.9	.
CCOc1ccc(C(C)(C)C)cc1S(=O)(=O)N1CC(C)OC(C)C1 (configuration not stated)	4.5	110.2
O=C1N=c2ccccc2=C1N=Nc1nc(O)c(-c2c(O)[nH]c3ccccc23)s1	66.0*	.
COc1ccc(N2C(=O)C(Cl)=C(N(CCO)Cc3ccccc3)C2=O)cc1	4.5	86.2
O=C(Cc1ccccc1)Nc1ccc2nn(-c3ccc(Cl)cc3)nc2c1	5.3	.
CCCn1c(=O)c2c(ncn2C)n(CCC)c1=O	.	94.4
Cn1c(=O)cc(OCCCC(=O)N2CCN(c3ccccn3)CC2)c2ccccc21	7.6	98.0
CC(=O)Oc1ccc(N2C(=O)c3ccc(-c4nc5ccccc5c(=O)o4)cc3C2=O)cc1	.	134.7
Cc1ncsc1CCOC(=O)C12CC3CC(CC(C)(C3)C1)C2	7.7	.
CCOC(=O)Cc1c(C)c2c(C)nn(-c3ccccc3)c2oc1=O	7.7	59.0
O=C(c1ccc(S(=O)(=O)N2CCCC2)cc1)N1CCN(c2ccccc2)CC1	3.8	.
CCN1C(=O)/C(=C\c2ccc(C(F)(F)F)cc2)SC1=S	4.4	.
COc1nc2cc(C)ccc2cc1-c1noc(-c2cccnc2)n1	12.7	144.5
O=C1C2CC=C(c3ccccc3)CC2C(=O)N1c1ccc(Br)cc1 (configuration not stated)	-14.7	.
Cc1cc(C)c(S(=O)(=O)NNc2ccccc2)c(C)c1	5.6	.
O=C(Cn1cnc2sc(-c3ccccc3)cc2c1=O)N1CCOCC1	3.8	.
Cc1ccc2[nH]c(=O)c3cc(C(=O)N4CCN(C(=O)c5ccco5)CC4)sc3c2c1	6.9	68.7
COCCNC(=O)C(c1ccc(C)o1)N(C(=O)c1snc(C(N)=O)c1N)c1ccc(C)cc1 (configuration not stated)	8.7	.
CC(=O)c1sc(NC(=O)C2(F)C(F)(F)C(F)(F)C(F)(F)C(F)(F)C2(F)F)nc1C	0.0	83.5
CSCCC(NC(=O)c1occc1C)C(=O)O (configuration not stated)	-7.0	91.8
Cc1cc(C)nc(N(C#N)Cc2ccccc2)n1	5.7	53.1
CNC(=O)c1sc2nc(-c3ccc(OC)cc3)cn2c1C	-2.4	88.3
Cc1ccc(NCc2nnc(SCc3ccc(C#N)cc3)n2Cc2ccco2)c(C)c1	5.2	92.5
CCOC(=O)c1ccc(N2C(=O)c3cccc4c(Cl)ccc(c34)C2=O)cc1	.	137.2
O=[N+]([O-])c1ccc(/C=N/Nc2cc(N3CCOCC3)nc(N3CCOCC3)n2)cc1	-1.7	.
CN(C)CCCNC(=O)C1CCNCC1	0.6	97.4
CC(C)CNC(=O)C1C2C=CC(C2)C1C(=O)O (configuration not stated)	0.8	154.6
CCNC(=O)CC1C(=O)N(c2ccc(F)cc2)C(=O)N1CCC(C)C (configuration not stated)	2.8	90.5
Cc1ccc(-n2[nH]c(C)c(/C=N/n3c(C)nc4ccccc4c3=O)c2=O)cc1	-1.4	83.2
COc1ccc(C2(CNC(=O)c3ccccc3)CCCC2)cc1OC	-16.0	.
O=C1NN(c2ccccc2)C(=O)/C1=C/c1cc([N+](=O)[O-])c(Cl)cc1Cl	-9.1	.
CC1CN(C2CCN(S(=O)(=O)c3ccc4ccccc4c3)CC2)CC(C)O1 (configuration not stated)	-0.6	187.4
COc1cccc(C2C3=C(N=C4SCC(=O)N42)c2ccccc2CC3)c1OC (configuration not stated)	-4.2	50.3
CC(=O)NC1(c2nnnn2CCOC(=O)Nc2ccc(Cl)cc2)CCCCC1	4.9	106.3
CC(C)OC(=O)N1C2C=CC(C2)C1(C(F)(F)F)C(F)(F)F (configuration not stated)	3.5	.
COc1ccc(N2C(=O)C3CCCN3C2c2ccccc2OC)cc1 (configuration not stated)	-3.8	98.7
Cc1cc(NCCCn2ccnc2)n2c(nc3ccccc32)c1C#N	-6.1	.
Cc1cc(N2CCN(C/C=C/c3ccccc3)CC2)n2c(nc3ccccc32)c1C#N	-2.4	.
CC1(c2ccc([N+](=O)[O-])cc2)CC1(Br)Br (configuration not stated)	14.6	.
COC(=O)c1sc2ccccc2c1NC(=O)c1ccc(S(=O)(=O)N(C)c2ccccc2)cc1	.	56.5
Further results:
SMILES	HePTP inhibitor	BAP1 inh
COCCOC(=O)c1ccc(NC(=O)C2COc3ccccc3O2)cc1 (configuration not stated)	-16.2	.
Cc1ccc(S(=O)(=O)N2CCC(C(=O)OC(C)C(=O)NCc3ccc4c(c3)OCO4)CC2)cc1 (configuration not stated)	8.6	106.1
COc1ccc2ccccc2c1CN1CCN(C)CC1	-0.6	92.2
Cc1ccc(N2CCN(/N=C\c3ccccn3)CC2)cc1	-4.2	.
O=C(CSc1nnc2c(Cl)cc(Cl)cn12)N1CCN(S(=O)(=O)c2ccccc2)CC1	-3.7	107.7
Cn1c(-c2ccc(Cl)cc2)cnc1N	-10.6	92.9
COc1cc2nc(N3CCNCC3)nc(N)c2cc1OC	5.6	220.6
COC(=O)c1c(C)oc2ccc(N(C(=O)c3ccc([N+](=O)[O-])cc3)S(=O)(=O)c3ccc(Cl)cc3)cc12	.	52.0
COc1ccc(C2NCCc3cc(OC)c(OC)cc32)cc1OC (configuration not stated)	-1.2	113.8
CC1=C(C(=O)OC(C)C)C(c2ccc(OCC(N)=O)cc2)NC(=S)N1 (configuration not stated)	8.2	.
CCOC(=O)c1cccc(NC(=O)CN2CCN(c3ccc(OC)cc3)CC2)c1	2.8	85.4
COc1ccccc1Cc1noc(-c2cc(Cl)ccc2OC)n1	3.2	138.3
CCOCCCNS(=O)(=O)c1ccc2c(c1)OCCO2	-0.1	96.9
Cc1ccc(NC2CC(=O)N(c3ccc(C)cc3)C2=O)cc1 (configuration not stated)	1.1	.
O=C1CN(S(=O)(=O)c2ccc(F)cc2)CC(=O)N1CCc1ccccc1	6.3	94.4
CC(C)(C)C(=O)Nc1c2c(nc3c1CCC3)CCCC2	10.5	96.5
O=C(O)C1CCCN1C(=O)Oc1ccccc1 (configuration not stated)	3.0&4.7	96.1
O=C(CC1(O)C(=O)N(Cc2ccc3c(c2)OCO3)c2ccccc21)c1ccccc1 (configuration not stated)	-9.7	104.3
CCOC(=O)CC(=O)Nc1ccc(Br)cc1C(=O)O	3.7	90.1
CCN(CC)S(=O)(=O)c1ccc(NC(C)=O)cc1	-6.1	.
CCCn1c(=O)c2ccccc2n2c(SCC(=O)c3ccc(F)cc3)nnc12	1.6	134.9
O=C(Nc1cccc(NC(=O)c2cccc(Cl)c2)c1)c1ccc(-c2ccccc2)cc1	.	73.0
Cc1ccc2c(c1)C(C)CC(C)(C)N2C(=O)NC1CCCCC1 (configuration not stated)	.	118.0
Cc1cc(N2C(=O)C(=O)/C(=C(/O)c3ccc(F)cc3)C2c2ccc(F)cc2)no1 (configuration not stated)	-7.3	65.6
Cc1ccc(S(=O)(=O)NC2=NCN(C3CCCCC3)CN2)cc1	4.5	103.1
COc1ccc(S(=O)(=O)N2CCN(c3ccccc3)CC2)cc1[N+](=O)[O-]	-12.4	.
O=C(NCc1n[nH]c(=S)n1Cc1ccccc1)c1cccs1	.	110.9
O=C1CCCC2=C1C(c1ccc(Br)cc1)c1c([nH]c(=S)[nH]c1=O)N2 (configuration not stated)	6.1	85.5
Cc1cc(C)cc(NC(=O)Cn2c3ccccc3c(=O)c3ccccc32)c1	.	162.2
Cc1ccc2nc3ccc(N4CCN(C)CC4)nn3c(=O)c2c1	1.2	95.9
S=c1nc2ccccc2c2nc(-c3ccccc3)[nH]n12	4.4	93.7
O=C(O)CCCCCN1C(=O)C(=O)/C(=C(/O)c2ccc(F)cc2)C1c1ccc2c(c1)OCO2 (configuration not stated)	0.6	.
C=CCOc1ccc(/C=N/n2cncn2)cc1OC	-7.0	91.1
O=C(c1ccc2ccccc2n1)N1CCN(c2ccccc2)CC1	-1.6	81.3
CCCn1c(=N)n(CC(C)O)c2ccccc21 (configuration not stated)	.	84.4
COC(=S)N/C(=N/S(=O)(=O)c1ccc(Cl)cc1)c1ccccc1	7.1	.
CCOc1cccc(=O)c2c(C)n(Cc3ccco3)c(C)c12	5.5	77.0
CSC1=NCCN1C(=O)c1ccc2c(c1)OCO2	7.8	102.4
CC1CCN(C2=NC(=O)/C(=C/c3cccc(O)c3)S2)CC1	-5.6	.
CCN(CC)S(=O)(=O)/N=C/c1ccc(Cl)c(Cl)c1	-5.0	.
CCCC1C(c2ccco2)NC(c2ccco2)CC1(C)O (configuration not stated)	-6.5	93.1
Cc1cc(C)cc(NC(=O)CN2C(=O)c3ccccc3C2=O)c1	4.6	.
Cc1cc(C(=O)CN2C(=O)CCC2=O)c(C)n1Cc1ccccc1	6.0	92.5
CCCc1[nH]n(-c2nc3ccccc3s2)c(=O)c1C=NCC1CCCO1 (configuration not stated)	5.3	88.8
CC1(c2ccc(OC(F)F)cc2)NC(=O)N(CC(=O)Nc2ccc3c(c2)OCO3)C1=O (configuration not stated)	-6.5	80.6
Cc1cc(NC(=O)COn2nnc3ccccc32)no1	9.2	112.3
COc1ccc(C(=O)Nc2nncs2)c(OC)c1	6.5	103.3
CCc1ccccc1N(C(=O)Cn1nnc2ccccc21)C(C(=O)NCCOC)c1ccco1 (configuration not stated)	6.7	90.3
OCCCc1nc2ccccc2n1Cc1ccccc1	1.3	.
CCCCCc1nc2sc3c(c2c(=O)n1N)CCC3	2.8	126.2
CCOc1ccc(C2C(C#N)=C(N)SC(N)=C2C#N)cc1OCC	4.2	.
C/C(=C\C#N)n1nc(C)cc1N	-4.9	110.3
CC(C)(C)c1ccc(-c2cc(-c3ccccc3O)[nH]n2)cc1	5.7	.
CCN1CCN(C(=O)c2nn(-c3ccc(OC)cc3)c(=O)c3c2c2ccccc2n3C)CC1	-9.2	88.7
COc1ccc(N2C(=O)NC(=O)/C(=C\c3ccccc3Cl)C2=O)cc1	-3.6	.
COCCNC(=O)CN1CCC(NC(=O)Nc2ccc(C(F)(F)F)cc2)CC1	0.4	91.3
CCc1ccc(OCc2nnc(SCC(=O)NCc3ccco3)o2)cc1	-5.0	102.5
Cc1nn(-c2ccccc2)c(C)c1NC(=O)c1ccc(S(=O)(=O)N2CCCC2)cc1	9.7	98.5
O=C(Nc1cccc2ccccc12)C(=O)NC1CCCCC1	6.1	.
O=C(CN1C(=O)NC2(CCOc3ccccc32)C1=O)Nc1ccc2c(c1)OCCO2 (configuration not stated)	-15.0	115.2

Looked up one by one from the list above:
SMILES	HePTP inhibitor	BAP1 inh
CCc1ccccc1N(C(=O)Cn1nnc2ccccc21)C(C(=O)NCCOC)c1ccco1 (configuration not stated)	6.7	90.3
O=C(Nc1cccc2ccccc12)C(=O)NC1CCCCC1	6.1	.
CCN1CCN(C(=O)c2nn(-c3ccc(OC)cc3)c(=O)c3c2c2ccccc2n3C)CC1	-9.2	88.7
COCCNC(=O)CN1CCC(NC(=O)Nc2ccc(C(F)(F)F)cc2)CC1	0.4	91.3

(further entries)
SMILES	HePTP inhibitor	BAP1 inh
O=C(C1CCN(S(=O)(=O)c2cccnc2)CC1)N1CCN(c2ccc(Cl)cc2)CC1	-2.2	107.3
CCOc1ccc(S(=O)(=O)N2CCCCC2)c2ccccc12	11.1	96.2
Cc1ccc(C2SCC(=O)N2CCCN(C)C)cc1 (configuration not stated)	5.4	.
Fc1ccccc1OCCSc1nc2ccc(Br)cc2[nH]1	-5.2	.
CCOC(=O)C1=C(c2ccccc2)NC(=O)NC1c1cccc([N+](=O)[O-])c1 (configuration not stated)	.	66.6

Full records from above:
Cc1ccc(C2SCC(=O)N2CCCN(C)C)cc1 (configuration not stated) in the list: HePTP inhibitor: 5.4; BAP1 inh: .
O=C(C1CCN(S(=O)(=O)c2cccnc2)CC1)N1CCN(c2ccc(Cl)cc2)CC1 in the list: HePTP inhibitor: -2.2; BAP1 inh: 107.3
